Source: PubChem
hIAP act: increases human intestinal alkaline phosphatase activity; purified human IAP, CDP-Star luminescence, 30 min; hits give high values; 1 = vehicle-only enzyme, 0 = enzyme-free background; P09923; activation factor at 10 µM; actives 0.16% (n = 330,000);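 active = activation factor of the enzyme at least 2-fold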; also: the source names both 10 and 20 µM as test concentration; values of inactives mirror those of a sister screen read the other way
Target sequence (P09923 whole entry, looked up): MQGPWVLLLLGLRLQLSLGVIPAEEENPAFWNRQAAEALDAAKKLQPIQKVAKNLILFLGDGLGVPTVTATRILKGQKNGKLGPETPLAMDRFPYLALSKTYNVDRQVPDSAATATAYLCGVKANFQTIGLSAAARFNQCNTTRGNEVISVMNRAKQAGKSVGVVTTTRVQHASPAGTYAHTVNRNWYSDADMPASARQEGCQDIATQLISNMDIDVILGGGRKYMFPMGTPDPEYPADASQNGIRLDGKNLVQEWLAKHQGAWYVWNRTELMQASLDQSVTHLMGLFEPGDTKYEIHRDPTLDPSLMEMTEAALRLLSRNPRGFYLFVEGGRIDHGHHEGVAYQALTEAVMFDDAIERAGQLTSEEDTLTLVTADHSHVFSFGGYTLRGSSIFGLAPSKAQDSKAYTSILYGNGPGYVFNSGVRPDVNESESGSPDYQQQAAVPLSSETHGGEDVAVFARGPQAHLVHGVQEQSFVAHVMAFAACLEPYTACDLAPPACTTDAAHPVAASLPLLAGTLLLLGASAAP
hIAP inh: human IAP inhibition | purified IAP, CDP-Star luminescence, 30 min | actives 0.12% (n = 330,000) | inhibition, % at 10 µM | AID 2544 | P09923;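 active = inhibition reaching a set limit with compound at 10 µM in the primary screen, cut at about 35% in these data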;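 also: plate controls were DMSO wells with enzyme for no effect and no-enzyme buffer wells for full effect; values of inactives mirror those of a sister screen read the other way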
NR3A LBD binder: NR3A (human) ligand-binding domain modulation; NR3A LBD differential scanning fluorimetry, Tm shift; 0% = protein alone, 100% = glycine-bound protein; Tm shift relative to glycine control, % at 25 µM; actives 2.5% (n = 340,000); AID 1259313;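 active = melting temperature shift of at least 10% of the positive control shift, at one fixed dose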
MPTP block: inhibitors of mitochondrial permeability transition pore. inhibition, % at 10 µM. isolated mouse mitochondria, Ca2+ swelling absorbance, 30 min. actives 1.4% (n = 360,000). AID 602449;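 active = inhibition of 50% or more, scaled per plate between neutral and stimulator controls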;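 also: 0% = DMSO wells given calcium and 100% = 1 mM EGTA wells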
APOBEC3G inh: inhibitors of human APOBEC3G DNA deaminase; Q9HC16; recombinant A3G, ssDNA deamination FAM/TAMRA fluorescence; inhibition, % at 20 µM; actives 0.28% (n = 330,000);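 active = inhibition of at least 40% at 20 µM, with no more than 30% in the related APOBEC3A deaminase screen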;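 also: plate controls were DMSO wells with A3G for no effect and wells lacking A3G enzyme for full effect; some compounds called inactive have numbers as strong as hits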
Target sequence (Q9HC16 whole entry, looked up): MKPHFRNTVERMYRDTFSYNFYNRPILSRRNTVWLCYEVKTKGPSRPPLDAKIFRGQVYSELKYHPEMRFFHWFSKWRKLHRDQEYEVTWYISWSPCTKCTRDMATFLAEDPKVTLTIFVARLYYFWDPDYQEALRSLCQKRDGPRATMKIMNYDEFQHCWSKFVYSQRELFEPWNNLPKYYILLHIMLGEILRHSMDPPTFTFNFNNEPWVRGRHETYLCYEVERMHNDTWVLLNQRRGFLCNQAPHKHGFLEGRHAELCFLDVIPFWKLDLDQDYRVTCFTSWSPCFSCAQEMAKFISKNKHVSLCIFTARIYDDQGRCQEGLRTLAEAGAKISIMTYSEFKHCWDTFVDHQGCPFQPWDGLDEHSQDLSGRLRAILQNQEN
MIN6 prolif: inducers of beta-cell replication in MIN6 cells; MIN6 cells proliferation, ATPlite luminescence, 48 h; cells starved in 0.2% serum; 100% = growth in 10% serum; proliferation, % at 10 µM; actives 0.29% (n = 330,000); AID 2380;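 active = compounds whose signal lies at least 3.5 SD above the mean of all wells on their plate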;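 also: 0% = DMSO-treated cells in low-serum medium and 100% = 10% serum control; some compounds called inactive have numbers as strong as hits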
mIAP activ: increases mouse intestinal alkaline phosphatase activity; activation factor at 10 µM; actives 0.24% (n = 330,000); muIAP, CDP-Star luminescence, 30 min; hits give high values; 1 = vehicle-only enzyme signal, 0 = enzyme-free wells; AID 2805;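 active = activation factor of at least 2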; also: the source names both 10 and 20 µM as test concentration; values of inactives mirror those of a sister screen read the other way
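Assay system: mouse IAP enzyme; reagent: chemiluminescent substrate CDP-Star; dosing: test compounds delivered from DMSO solution; schedule: 30 min at room temperature; measured by: luminescence from enzymatic CDP-Star hydrolysis; controls: DMSO-only wells and no-enzyme negative control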
mIAP block: blocks mouse intestinal alkaline phosphatase; purified mouse IAP, CDP-Star luminescence, 30 min; inhibition, % at 10 µM; actives 0.2% (n = 330,000);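 active = inhibition of at least 40% at 10 µM in the primary screen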;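 also: plate controls were DMSO with enzyme for no effect and no enzyme wells for full effect; values of inactives mirror those of a sister screen read the other way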
APOBEC3A inh: inhibitors of human APOBEC3A DNA deaminase | recombinant A3A, FAM/TAMRA ssDNA deamination fluorescence | inhibition, % at 20 µM | actives 0.41% (n = 330,000) | AID 493011;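 active = at least 40% inhibition at 20 µM here, with at most 30% in a related deaminase screen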;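 also: plate controls were A3A with DMSO for no effect and wells lacking A3A enzyme for full effect; some results filed as inactive read as strong as hits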
An asterisk follows results filed as active; . = not tested or not shown.

SMILES	hIAP act	hIAP inh	NR3A LBD binder	MPTP block	APOBEC3G inh	MIN6 prolif	mIAP activ	mIAP block	APOBEC3A inh
CCN(CC)S(=O)(=O)c1ccc(NC(=O)Cn2cnc3ccccc3c2=O)cc1	0.98	2	-2	-0.2	0	-4	0.95	5	0
COCCn1c(N)c(N(Cc2ccccc2)C(=O)COc2ccc(F)cc2Cl)c(=O)[nH]c1=O	0.88	12	-1	-0.3	-4	-3	0.95	5	0
CN(c1ccc(C(=O)NCc2cccnc2)cc1)S(C)(=O)=O	0.99	1	1	0.0	-2	-3	0.99	1	-1
COCCn1c(C)cc(C(=O)CSc2nncn2-c2ccccc2)c1C	0.9	10	-1	0.4	1	-3	1.1	-5	1
CCOC(=O)c1cnc2c(cnn2C)c1NCCC#N	0.98	2	-1	-0.9	-10	-1	0.93	7	-5
COc1ccc(NC(=O)CCN2CCN(C/C=C/c3ccccc3)CC2)cc1	1.2	-19	-2	0.5	-5	-1	0.99	1	-7
O=[N+]([O-])c1ccc(C2=NN(CCO)C(=Nc3ccc(OC(F)(F)F)cc3)SC2)cc1	1	0	-9	54*	-8	-4	0.93	7	-5
CNC(=S)NNC(=O)CNc1ccc(C)c(Cl)c1	1.5	-47	-1	0.7	4	-4	0.95	5	-3
CN(CC(=O)Nc1cccc(F)c1)C(=O)c1ccccc1CCc1ccccc1	0.99	1	-3	0.2	-8	-3	1.1	-9	1
CCCN(C(=O)/C=C/c1ccco1)c1c(N)n(Cc2ccccc2)c(=O)[nH]c1=O	0.9	10	-1	2.3	-8	2	0.96	4	-1
Cc1ccc(NS(=O)(=O)c2ccc(C(=O)N3CC(C)OC(C)C3)cc2)cc1 (stereo not given)	0.87	13	-1	-0.7	0	1	1	-4	0
CCc1nnc(NC(=O)c2cc(-c3ccccc3)nn2-c2ccccc2)s1	1	0	0	-0.2	-2	-3	1	0	4
CN(C(=O)COc1coc(CN2CCN(c3ccccc3)CC2)cc1=O)c1ccccc1	0.94	6	-2	-1.6	4	0	1.1	-7	3
Cc1cc2nc(C3CCN(C(=S)NCCCOC(C)C)CC3)[nH]c2cc1C	1.1	-13	-1	0.7	-7	-3	1.1	-12	0
Cc1nn(C)c(C)c1CNC(=O)c1cc2n(n1)C(C(F)(F)F)CC(c1cccs1)N2 (stereo not given)	1.1	-8	0	5.7	-8	-2	0.89	11	-2
O=C1Nc2ccc(S(=O)(=O)NCc3ccccn3)c3cccc1c23	0.94	6	-6	-3.2	0	-1	0.99	1	2
COC(=O)CC1C(=O)NCCN1C(=S)NC(=O)c1sc2ccccc2c1Cl (stereo not given)	1.1	-8	0	1.8	0	-1	0.78	22	4
COc1ccc(CNC(=O)COc2ccc(C)nc2[N+](=O)[O-])cc1	1.1	-9	-1	-2.6	-6	0	1.1	-8	-6
COc1cccc(N2CCN(C(=O)c3cc(C)oc3C)CC2)c1	1.2	-17	-1	-0.3	-8	-1	1.2	-18	-5
Cn1c(C(=O)NCCCN2CCCC2=O)cc2c(=O)n(C)c3ccccc3c21	1	-5	-3	-2.1	-6	-4	1.1	-8	1
COc1cccc(C2=NCCc3cc4c(cc32)OCO4)c1OC	0.92	8	-5	0.3	-4	0	0.96	4	-4
CCN(CC(=O)NCc1ccc(F)cc1)CC(=O)NC1CCCC1	1	-2	-4	-0.5	-11	-1	0.96	4	2
Cn1c(-c2ccc3c(c2)OCO3)cnc1N	1.1	-6	0	-3.1	-2	-2	1.1	-8	1
CCc1sc(C(=O)N2CCN(CC(=O)Nc3cccc(F)c3)CC2)cc1C	1.1	-9	3	1.0	-3	-3	0.94	6	0
O=C(CC1=NCCNC(c2ccccc2)C1)c1ccccc1O (stereo not given)	1.1	-12	1	3.0	1	-3	1	0	-1

Shown with each value named: 2 of the compounds above
> CN(CC(=O)Nc1cccc(F)c1)C(=O)c1ccccc1CCc1ccccc1
  hIAP act: 0.99
  hIAP inh: 1
  NR3A LBD binder: -3
  MPTP block: 0.2
  APOBEC3G inh: -8
  MIN6 prolif: -3
  mIAP activ: 1.1
  mIAP block: -9
  APOBEC3A inh: 1
> Cn1c(C(=O)NCCCN2CCCC2=O)cc2c(=O)n(C)c3ccccc3c21
  hIAP act: 1
  hIAP inh: -5
  NR3A LBD binder: -3
  MPTP block: -2.1
  APOBEC3G inh: -6
  MIN6 prolif: -4
  mIAP activ: 1.1
  mIAP block: -8
  APOBEC3A inh: 1

Additional results follow.
SMILES	hIAP act	hIAP inh	NR3A LBD binder	MPTP block	APOBEC3G inh	MIN6 prolif	mIAP activ	mIAP block	APOBEC3A inh
Cc1nc2ccc(C(=O)O)cc2c2c1CC(C)S2 (stereo not given)	1.2	-22	0	-2.7	13	1	1.1	-9	43*
CNC(=S)NCCc1ccc(OC)c(OC)c1	0.91	9	0	0.6	2	-1	0.98	2	-1
CCOc1ccccc1OCCCC(=O)Nc1cccc(-n2cnnn2)c1C	0.93	8	0	-1.1	0	0	1.1	-10	2
CC(C)OCCCNC(=O)c1ccc(N(C)S(C)(=O)=O)cc1	1.2	-15	-1	1.1	-4	-4	0.97	3	-4
Cc1nc2c(c(C)nn2-c2ccccc2)c(C)c1CCC(=O)NCCCOC(C)C	1	-1	-2	0.0	4	-2	1.1	-8	1
CCOC(=O)C1(c2csc(N)n2)COC(=O)C1 (stereo not given)	1	-2	0	-1.2	-3	7	1.1	-7	-3
COc1ccc(-c2nnn(CC(=O)N(CC(=O)NC3CCCC3)c3ccccc3)n2)cc1OC	0.91	9	0	-0.3	-8	-1	1	0	-4
Cc1scc(-c2n[nH]c(=S)n2C(C)c2ccccc2)c1C (stereo not given)	0.93	7	-4	1.3	7	0	1	-2	2
Cc1nnc(SCC(=O)Nc2ccccc2F)n1Cc1ccco1	1.1	-6	0	1.5	-4	-1	1.1	-7	0
COc1ccc2oc(=O)c(C(=O)C[n+]3cccc(C)c3)cc2c1	1	-2	0	-0.3	-8	2	0.82	18	-2
COC(=O)Nc1ccc(S(=O)(=O)N2CCCc3ccccc32)cc1	1	-4	-2	7.4	-5	-1	1.1	-7	-4
Cc1ccccc1C(=O)NN1C(=O)CSC1=S	0.89	11	-1	3.2	-7	0	0.79	21	-4
O=C(Nc1ccccc1)OCC1CCCN2CCCCC12 (stereo not given)	0.94	6	5	6.0	-2	0	0.97	3	0
C/C(=N\Nc1ccc(Cl)c(C(=O)O)c1)c1cccc([N+](=O)[O-])c1	1	-2	-2	1.1	29	-3	0.88	12	19
O=C(Nc1ccc2ncccc2c1)c1cccc(Br)c1	0.92	8	22*	4.4	-4	-3	0.99	1	0
Cc1ccc(-c2nc(COC(=O)C3=NN(c4ccccc4)C(=O)CC3)cs2)cc1	0.87	13	0	0.4	-5	-1	1.1	-5	1
O=C1C(Cc2ccc3[nH]ccc3c2)NC(=S)N1c1ccccc1 (stereo not given)	1	-3	0	1.1	-7	0	1	0	-5
Cc1nn(CC(=O)NC(=O)NC2CCCCC2C)c(=O)c(C#N)c1C (stereo not given)	0.95	5	1	-0.5	-7	1	0.9	10	-1
Cc1ccc(S(=O)(=O)N2CCN(S(=O)(=O)c3c(C)n[nH]c3C)CC2)cc1C	1.1	-8	3	0.6	-7	4	0.98	2	-1
CN(C)S(=O)(=O)c1ccc(C(=O)OCC(=O)c2ccc3c(c2)NC(=O)CO3)cc1	1	0	-1	0.7	-5	0	0.94	6	-4
COc1ccccc1N(CC(=O)Nc1ccc(Cc2ccncc2)cc1)S(=O)(=O)c1ccccc1	1.2	-23	-1	1.1	1	0	1.2	-22	-4
CCN(C(=O)CSc1nnc(C)c(=O)[nH]1)c1cccc2ccccc12	0.96	4	2	0.3	-2	-3	1	-1	0
COc1cc(/C=N/NC(=O)c2cc3ccccc3cc2O)ccc1OCCN1CCCCC1	1	-3	-7	-1.5	-10	0	0.84	16	-5
CCOC(=O)c1sc(=S)n(-c2ccc(C)cc2)c1SC	1	-4	2	1.4	-8	-1	0.73	27	-3
CN(CC(=O)Nc1cccc(F)c1)C(=O)c1ccc(N2CCOCC2)c([N+](=O)[O-])c1	1	-1	2	-1.1	-7	0	0.88	12	-4
Continuation:
SMILES	hIAP act	hIAP inh	NR3A LBD binder	MPTP block	APOBEC3G inh	MIN6 prolif	mIAP activ	mIAP block	APOBEC3A inh
O=C(CCC1CCCCC1=O)c1ccccc1 (stereo not given)	0.97	3	1	0.0	-1	-3	0.95	5	-2
COC(=O)CCN(c1ccccc1)S(=O)(=O)c1ccc(OC)cc1	1.1	-13	1	-1.2	-3	0	1	0	4
O=C(COC(=O)/C=C/c1ccc(OC(F)F)cc1)Nc1cccc(S(=O)(=O)N2CCCC2)c1	0.83	17	2	-3.3	-6	-2	0.95	5	3
O=C(c1cc(-c2ccc(O)cc2)on1)N1CCCCCC1	1.4	-38	-1	2.5	-3	-2	1.1	-8	-6
CCOC(=O)N1CCN(S(=O)(=O)c2ccc(F)c(C(=O)Nc3cccc(Cl)c3C)c2)CC1	0.92	8	-9	3.1	-2	-3	0.93	7	-2
O=C(O)c1nccnc1C(=O)Nc1ccccc1N1CCOCC1	1	-4	4	-0.4	3	-1	1.1	-9	3
O=C(CN1C(=O)c2cccc3cccc(c23)C1=O)NCCCO	1	0	0	1.3	-4	-1	0.89	11	2
CCOc1ccccc1NC(=O)C(NCC1CCCCC1)c1ccccc1 (stereo not given)	1.1	-9	-1	-1.6	-6	-6	1	-1	1
COc1ccc2sc(NC(=O)CC(C)C)nc2c1	1	-3	-1	1.4	-5	0	1	-1	-1
COc1ccc(NC(=O)CSCC(=O)N2CCN(C(=O)c3ccco3)CC2)cc1	0.98	2	0	-1.5	-2	6	1	-4	-1
CCSc1nnc(C)n1-c1ccc(C(=O)O)cc1	0.78	22	-7	-0.4	1	0	0.97	3	2
O=C(CN1CCCCC1)NC1CCc2cc3c(cc21)CCC3 (stereo not given)	1.2	-15	1	2.5	0	-2	1	0	6
Cc1ccc2c(c1)-n1c(nc3cc(Cl)ccc3c1=O)C(CC(C)C)NC2=O (stereo not given)	1.1	-12	.	.	-8	-1	0.98	2	-2
CS(=O)(=O)N(CC(=O)NCc1ccc2c(c1)OCO2)Cc1ccc(Cl)cc1	0.86	14	-3	-1.2	-6	1	0.98	2	-1
CCCCNC(=O)c1cc([N+](=O)[O-])[nH]n1	0.99	1	-1	-0.4	-4	0	1	0	2
CC(Oc1ccccc1)C(=O)N1CCN=C1SCc1ccccc1 (stereo not given)	0.99	1	-5	1.1	-1	-1	0.97	3	3
O=C(NC1CCCCC1)C(=S)N1CCOCC1	0.9	10	0	-0.6	-16	2	0.98	2	-4
C/C=C(/C)C(=O)O[C@@H]1[C@H](OC(=O)C=C(C)C)c2c(ccc3ccc(=O)oc23)OC1(C)C	1.1	-10	0	0.1	-11	6	1	-4	-1
CC1CCCCC1N1CN=C(Nc2nc3ccccc3s2)NC1 (stereo not given)	1.1	-11	0	66*	2	-6	1.1	-15	8
O=C(CSc1nccc(-c2cccs2)n1)Nc1ccc(Cl)cc1	0.82	18	26*	10	9	-2	0.97	3	5
Cn1nc(C(C)(C)C)c([N+](=O)[O-])c1C(=O)N1CCOCC1	1.3	-27	0	-0.5	0	-3	1.1	-5	-2
OCc1nc2ccccc2n1CCCCOc1ccccc1	0.94	6	0	6.8	-7	-1	1.1	-8	-1
Cc1ccc(C)c(NC(=O)COc2cccc3c2CCN(Cc2ccccc2C)C3=O)c1	1.1	-13	-5	2.1	-4	0	1.2	-18	-3
Cc1ccc(S(=O)(=O)N(C)C)cc1NC(=O)COC(=O)CCC1CCCC1	1.1	-12	-1	-1.8	-7	3	1	0	4
